mouse EphA4 binding = EphA4 ligand-binding antagonists – biochemical, colorimetric, mouse EphA4, primary screen (AID 689) | EphA4-AP binding to KYL peptide, pNPP A405; higher % means a stronger effect | inhibition, % at 10 µM, or IC50 in µM where a hit was titrated | hit rate 0.1% among 62,000; in the data active = a potency from the dose series; inactive = the rest, 99 in 100 with inhibition below about 22%
* marks the source's active call; other numbers are inactive results. Not all compounds are listed. The share of hits here may be higher or lower than overall.

mouse EphA4 binding,Structure
-7%,Cc1ccc(OC(=O)c2ccc(N3CCOCC3)c([N+](=O)[O-])c2)cc1
8%,CCc1c(C)sc(NC(=O)c2cc(-c3cc(OC)ccc3OC)on2)c1C#N
4%,COc1ccccc1-n1c(SCC(=O)NC2CCCCC2)nc2c(c1=O)SCC2
-14%,CC1(C)Cc2c(sc3c2c(=O)n(Cc2ccccc2)c2nncn32)CO1
-4%,O=C(Nc1ccc2c(c1)Cc1ccccc1-2)c1cc(Br)ccc1Cl
-5%,CCn1c(SCC(=O)c2cc(C)n(C)c2C)nnc1-c1ccccc1
-14%,COC(=O)c1[nH]c2ccc(F)cc2c1NC(=O)Nc1ccc(OC)cc1
-16%,COc1ccc(N2C(=NC(C)=O)SC3CS(=O)(=O)CC32)cc1OC (stereo not given)
7%,COCC(=O)Nc1nc2ccc(S(C)(=O)=O)cc2s1
6%,O=C(c1cccs1)c1coc2ccc(O)cc12
-4%,CCc1c(O)nc2n(c1=O)CCCS2
-2%,N#CCc1nc(CSc2nc3ccccc3o2)cs1
-6%,O=C(CN1CCN(c2ccccc2F)CC1)c1ccc2cc[nH]c2c1
-2%,Cc1ccc(N2C(=O)C(Cl)=C(NCCO)C2=O)c(C)c1
-19%,Cn1c(CNc2ccc(Cl)cc2)nnc1SCc1ccccc1
4%,Cc1cc(C)n2cc(CSc3nnnn3-c3ccccc3C)nc2n1
-1%,O=C(O)c1ccc2c(c1)C(=O)N(c1cccc(C(F)(F)F)c1)C2=O
0%,O=C1CCCN1CCCN1C(=O)N[C@@H](Cc2ccccc2)C1=O
6%,c1cncc(-c2nn3c(Cn4nnc5ccccc54)nnc3s2)c1
7%,COc1cccc(/C=N\n2c(C)nnc2C)c1OC
-14%,Cc1c(NC(=O)CN2CCN(c3ccccc3)CC2)c(=O)n(-c2ccccc2)n1C
1%,CCOC(=O)C1=C(C)N(c2ccccc2)C(=O)C1CC(=O)O (stereo not given)
-4%,CCN(C(=O)COC(=O)c1ccccc1Nc1cccc(C)c1C)C1CCS(=O)(=O)C1 (stereo not given)
-9%,O=S(=O)(NCCCO)c1ccc2c(c1)Cc1cc(S(=O)(=O)NCCCO)ccc1-2
-10%,O=C(Cc1ccccc1)Nc1nonc1NC(=O)c1ccccc1
-26%,O=C(N/N=C/C=C/c1ccccc1)c1cc2c(ccc3ccccc32)o1
4%,COc1cc2cc3c(N)c(C(=O)NCc4ccco4)sc3nc2cc1OC
1%,Cc1c(/C=N/n2cnnc2)c2ccccc2n1CCOc1ccccc1
-28%,CN(C)c1ccc(CNC(=O)c2ccc(CNc3c(N4CCCCC4)c(=O)c3=O)cc2)cc1
-1%,COc1ccccc1Oc1ccc2c(c1)C(=O)N(c1ccc(Br)c3cccnc13)C2=O
-1%,FC(F)(F)c1cc(/C=C/c2ccccc2)n[nH]1
-15%,CCOC(=O)C1=C(C)NC(=O)NC1c1ccc2c(c1)OCCO2 (stereo not given)
-4%,CCN(CC)c1ccc(/C=C2\C(=O)NC(=O)N(c3cccc(C)c3)C2=O)c(OC)c1
-2%,COc1cc(/C=c2\sc3nc4ccccc4n3c2=O)ccc1OCCOc1ccccc1
-4%,O=C(O)c1ccc(CN2C(=O)CSC2=S)cc1
-8%,Cc1cc(C)cc(C(=O)N2CC(C)OC(C)C2)c1 (stereo not given)
-9%,CC(C)(C)OC(=O)N1CCCC1C(=O)NCCc1ccccc1 (stereo not given)
0%,Cc1ccc(N2C(=O)C(Cl)=C(Nc3ccccc3F)C2=O)c(C)c1
-2%,COc1ccc(C(=O)N2CCN(c3nc4ccccc4o3)CC2)cc1OC
-4%,CC(C)(C)c1ccc(OCc2ccc(C(=O)N/N=C/c3ccc([N+](=O)[O-])cc3)o2)cc1
-29%,CCOc1ccc(NC(=O)c2cc3n(n2)C(C(F)(F)F)CC(c2ccco2)N3)cc1 (stereo not given)
1%,O=C(Nc1ccccc1N1CCOCC1)c1ccccc1[N+](=O)[O-]
-12%,CCn1c(SCC(=O)NCc2ccccc2)nc2ccccc2c1=O
-20%,O=S(=O)(Nc1nccs1)c1ccc2c(c1)OCCO2
-9%,COc1ccc(Cl)cc1NC(=O)C1=C(C)NC(=S)NC1c1cccc(Cl)c1 (stereo not given)
-7%,CCCOc1ccc(C2C(C(=O)OC)=C(C)N=C3SCCC(=O)N32)cc1OCC (stereo not given)
-14%,CC1CN(c2nc(-c3ccc(Br)cc3)nnc2-c2ccccc2)CC(C)N1 (stereo not given)
-14%,COc1ccccc1NC(=O)CC1C(=O)Nc2c1c(=O)n(C)c(=O)n2C (stereo not given)
-9%,CCCc1nc2oc3c(N4CCNCC4)ncnc3c2c2c1CCCC2
-2%,Cc1nnc(C)n1/N=C/c1ccc(C(C)C)cc1

Next structures:
mouse EphA4 binding,Structure
-16%,Cc1ccc(NC(=O)CS(=O)CC(=O)N(c2ccccc2)C(C)C(=O)NC2CCCC2)cc1 (stereo not given)
10%,O=C(COc1ccc(OCc2ccccc2)cc1)NC1CCOC1=O (stereo not given)
-7%,CCc1c(C(=O)O)[nH]c2ccc(Br)cc12
1%,CCOc1ccc(S(=O)(=O)NCCC2=CCCCC2)c2ccccc12
2%,CCOc1ccc(NC(=O)C(NS(=O)(=O)c2ccc(C)cc2)C(C)C)cc1 (stereo not given)
-4%,CCOc1ccc(C=C2C(=O)NC(=O)NC2=O)cc1Cl
10%,O=C1c2cc(S(=O)(=O)Nc3ccc(F)cc3)ccc2-c2ccc(S(=O)(=O)Nc3ccc(F)cc3)cc21
-11%,c1ccn2c(c1)nc1c2nc2ccccn21
-4%,O=C(NCCOc1ccccc1Cl)c1cc(F)c(F)cc1Cl
1%,COc1ccccc1NC(=O)Nc1ccnn1C1CCCCC1
-2%,CCOC(=O)C(NC(=O)c1ccc(OC)cc1)(Nc1cc(C)on1)C(F)(F)F (stereo not given)
-13%,Cc1ccc(S(=O)(=O)NCCN(CCNS(=O)(=O)c2ccc(C)cc2)S(C)(=O)=O)cc1
-13%,COc1cc(/C=N\n2cnnc2)ccc1OCC(=O)Nc1ccc(C)cc1
-20%,COc1cc(/C=C2\C(=O)N(c3ccc(S(N)(=O)=O)cc3)N=C2C)ccc1OCc1ccccc1
-4%,COc1cc(C2NC(=S)NC(c3ccccc3)=C2C(C)=O)cc(Cl)c1OCC(=O)O (stereo not given)
4%,COc1ccc(NC(=O)c2ccc(CN3CCOCC3)cc2)cc1OC
-2%,CCN(CC)S(=O)(=O)c1ccc(C(=O)NCCc2cc3c(OC)ccc(OC)c3[nH]c2=O)cc1
-4%,Cc1ccccc1-c1nnc(NC(=O)Nc2ccccc2)s1
-2%,COc1ccc(C(=O)CSc2nc(N)cc(=O)[nH]2)cc1
-3%,CC1CCN(S(=O)(=O)c2ccc(NC(=O)c3cccs3)cc2)CC1
-31%,CCCCOC(=O)C1=C(C)Nc2nnnn2C1c1ccc(OC)c(OC)c1OC (stereo not given)
-7%,COc1ccc(-c2nnc(SC(C)C(=O)NCc3ccc4c(c3)OCO4)n2Cc2ccco2)cc1 (stereo not given)
10%,Nn1c(SCC(=O)NC2CCCC2)nnc1-c1ccccc1F
6%,COC(=O)C1=C(C)N(c2ccc(C)cc2)/C(=C\c2ccc(OCC(N)=O)cc2)C1=O
-12%,O=C(Nc1ccc(Cn2cccn2)cc1)c1ccc(COc2ccccc2Br)cc1

Two entries from above, reformatted.
SMILES	mouse EphA4 binding
CCc1c(C(=O)O)[nH]c2ccc(Br)cc12	-7%
CCOc1ccc(S(=O)(=O)NCCC2=CCCCC2)c2ccccc12	1%

Further results
mouse EphA4 binding,Structure
-21%,N#Cc1c(-c2ccccc2)nc2n(c1=O)CCS2
9%,CC(C)C1=C2OC(N)=C(C#N)C(C#N)=C2C(C)CC1 (stereo not given)
-11%,Cc1ccc(S(=O)(=O)Cc2ccc(C(=O)N3CCCCCC3)o2)cc1
0%,CC1=C(C(=O)NCCN2CCN(C)CC2)C2(CCC(C)CC2)OC1=O (stereo not given)
-1%,CCn1c2ccccc2c2cc(NC(C)=O)ccc21
-6%,CC1(C)CC(=O)C2=C(C1)N(c1ccc(F)cc1)C(=O)CC2c1ccccc1 (stereo not given)
6%,CCCCN(CC)CCNc1c(N2CCN(C(=O)OCC)CC2)c(=O)c1=O
4%,c1ccc(Nc2n[nH]nc2-c2ccccc2)cc1
18%,Cc1ccc(C(=O)CSc2nc3ccccc3c(=O)n2N)o1
4%,Cc1ccc(O)c(CNc2nc3ccccc3n2C)c1
-9%,CCOC(=O)C1=C(C)C(c2ccccc2OC)NC(=S)N1 (stereo not given)
-4%,CC(C)CCNC(=O)C1CCC(=O)N1C(C)C (stereo not given)
-12%,Cc1cccc(C)c1NC(=O)CCCSc1nnnn1C
-3%,COc1ccccc1NC(=O)C(CC(C)C)NC(=O)C1CCCCC1 (stereo not given)
14%,COc1cc(OC)cc(C(=O)N2CCC(n3c(C)nc4cc(F)ccc43)CC2)c1
-6%,Cc1cc(/C=C2\NC(=S)NC2=O)c(C)n1-c1cccc([N+](=O)[O-])c1
-2%,CNC(=O)N(O)C1N(C)C(=O)N(CC(=O)OC)C1(C)C (stereo not given)
-1%,COc1ccc(/C=C/C(=O)NCc2cn(C)nc2C)cc1COc1ccc(Cl)cc1Br
-6%,O=C(Nc1ccc(Nc2ccccc2)c2c1C(=O)c1ccccc1C2=O)c1ccccc1
-7%,O=S(=O)(c1cc(Cl)ccc1Cl)N1CC2CCCN2c2ccc(C(F)(F)F)cc21 (stereo not given)
8%,O=C(NC1CCCCC1)NC1CC2CCC(C1)N2C(=O)NCc1ccccc1 (stereo not given)
-3%,Cc1cc(N(C)C)c(C#N)c(N2CCOCC2)n1
-10%,Cc1nnc(SCc2nc3ccccc3[nH]2)s1
-13%,CC(=O)N1CCc2cc(Br)cc(S(=O)(=O)N3CCN(C(=O)c4ccco4)CC3)c21
-1%,C=C(C)Cn1c(N2CCN(CC)CC2)nc2c1c(=O)[nH]c(=O)n2C
1%,Cc1cccc(S(=O)(=O)Nc2cccc(-c3cn4ccsc4n3)c2)c1
2%,CCOC(=O)C(CCc1nnc(N)s1)C(=O)OCC
8%,O=C(/C=C/c1cc2c(cc1Br)OCCO2)c1c(-c2ccccc2)c2cc(Cl)ccc2[nH]c1=O
1%,CCC(Sc1nc(N)c(NC(=O)c2ccc(OC)c(OC)c2)c(=O)[nH]1)C(=O)OC (stereo not given)
9%,CCCCC(c1nnnn1Cc1ccco1)N1CCN(c2nc3ccccc3s2)CC1 (stereo not given)
11%,CC(C)(C)c1ccc2c(c1)N(CC(=O)O)C(=O)CO2
-4%,O=C(NCc1ccc(OC(F)(F)F)cc1)C1CC(c2ccccc2[N+](=O)[O-])=NO1 (stereo not given)
-6%,Cc1ccc2c(c1)N(CCC(=O)NC1CC1)C(=O)C(C)O2 (stereo not given)
-7%,CCOc1ncnc2c1oc1nc(CC(C)C)c3c(c12)CC(C)(C)OC3
2%,CCCC(=O)Nc1ccc(NC(=O)c2cc(Br)ccc2Cl)cc1
1%,Cc1ccccc1NC(=O)Cn1nnc2c(cnn2-c2ccc(F)cc2)c1=O
-7%,Cc1cccc(NC(=O)c2ccc([N+](=O)[O-])cc2)c1
4%,Cc1cc(C(=O)CSc2nnc(-c3ccc(Cl)cc3)n2CC2CCCO2)c(C)n1C (stereo not given)
2%,Cc1ccc(S(=O)(=O)/N=C2/NC(=O)/C(=C/c3cccnc3)S2)cc1
7%,Cc1ccc(CNC(=O)c2ccc(Cn3nc(C)c(Cl)c3C)o2)cc1
-4%,O=c1[nH][nH]c(C(F)(F)F)c1C=Nc1ccc(Cl)cc1
12%,Cc1ccc(C2/C(=C(\O)c3ccc4c(c3)OCCO4)C(=O)C(=O)N2CCCN(C)C)o1 (stereo not given)
-9%,CC(C)CNC(=S)NC(=O)c1ccc([N+](=O)[O-])cc1
-1%,CCN(CC)CCNS(=O)(=O)c1ccc(Cl)cc1
6%,CC(NC(=O)c1ccc(C(C)(C)C)cc1)C(=O)O (stereo not given)
12%,O=C(c1ccc([N+](=O)[O-])cc1)N1CCN(c2nc(-c3ccccc3)c3cc(Cl)ccc3n2)CC1
-10%,CCOc1ccc(C2N(c3cc(C)on3)C(=O)C3CCCN32)cc1OC (stereo not given)
-13%,CCNC(=O)N1C(=O)C2(OCCO2)c2ccccc21
-6%,Cc1ccccc1NC(=S)NNC(=O)c1ccoc1C
-29%,CCn1c(Cc2ccc(OC)cc2)nnc1SCC(=O)NC1CCCCC1
-17%,CC(=O)c1c(N(C)C)ccnc1C(F)(F)F
-4%,CCOc1ccc(/C(O)=C2/C(=O)C(=O)N(CCOCCO)C2c2ccc(F)cc2)cc1 (stereo not given)
-12%,CC(C)N1CCC(=NNC(=O)c2ccc(Br)o2)CC1

In the list so far, these have an aryl thioether with sulfur outside any ring:
mouse EphA4 binding,Structure
4%,COc1ccccc1-n1c(SCC(=O)NC2CCCCC2)nc2c(c1=O)SCC2
-5%,CCn1c(SCC(=O)c2cc(C)n(C)c2C)nnc1-c1ccccc1
-2%,N#CCc1nc(CSc2nc3ccccc3o2)cs1
-19%,Cn1c(CNc2ccc(Cl)cc2)nnc1SCc1ccccc1
4%,Cc1cc(C)n2cc(CSc3nnnn3-c3ccccc3C)nc2n1
-12%,CCn1c(SCC(=O)NCc2ccccc2)nc2ccccc2c1=O
-2%,COc1ccc(C(=O)CSc2nc(N)cc(=O)[nH]2)cc1
-7%,COc1ccc(-c2nnc(SC(C)C(=O)NCc3ccc4c(c3)OCO4)n2Cc2ccco2)cc1 (stereo not given)
10%,Nn1c(SCC(=O)NC2CCCC2)nnc1-c1ccccc1F
18%,Cc1ccc(C(=O)CSc2nc3ccccc3c(=O)n2N)o1
-12%,Cc1cccc(C)c1NC(=O)CCCSc1nnnn1C
-10%,Cc1nnc(SCc2nc3ccccc3[nH]2)s1
1%,CCC(Sc1nc(N)c(NC(=O)c2ccc(OC)c(OC)c2)c(=O)[nH]1)C(=O)OC (stereo not given)
4%,Cc1cc(C(=O)CSc2nnc(-c3ccc(Cl)cc3)n2CC2CCCO2)c(C)n1C (stereo not given)
-29%,CCn1c(Cc2ccc(OC)cc2)nnc1SCC(=O)NC1CCCCC1

Screens from PubChem.
